Screening results deposited in PubChem BioAssay by several laboratories.
PostGolgi ctrl = growth inhibition of yeast control strain, primary screen, counter-screen for post-Golgi transport modulator project. efflux-deficient yeast background strain, growth absorbance A615, 16 h. inhibition, % at 10 µM. actives 5% (n = 98,000); in the data active = inhibition above about 30%
H69AR inhibit = proliferation blockers of H69AR lung cancer cells, primary screen, cell-based, human, 86K library | H69AR lung tumor viability, ATP luminescence, 72 h; active compounds read low | viability, % at 10 µM | actives 6% (n = 85,000) | AID 598, 2007;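 active = viability at or below 40%; inactive = viability above 40%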;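 note: multidrug resistant small cell line overexpressing MRP-1 efflux transporter; 100% = mean luminescence of untreated control wells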
LYP act = LYP phosphatase activators, primary screen, biochemical, DiFMUP fluorescence, 2 µM; recombinant LYP; 0 = plate median, 100 = signal doubled; activation, % at 2 µM; actives 0.11% (n = 96,000); AID 697, 2007;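 active = activation at 2 µM above a set limit, the mean plus 5 SD, cut at about 37% in these data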
Lung fibro prol = antiproliferative effect on LL 47 fibroblasts – human, LL 47 cells, CellTiter-Glo luminescence, primary screen; actives 1.1% (n = 85,000); viability, % at 10 µM; AID 719, 2007; LL 47 human lung fibroblast viability, ATP luminescence; active compounds read low;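 active = viability at or below 50% in the single dose screen; inactive = viability above 50%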;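 note: compound exposure lasted 72 h before the ATP readout; 100% = median luminescence of untreated cell-only wells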
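Signal: luminescent ATP detection, CellTiter-Glo; assay system: LL 47 human lung fibroblasts; input: 1,150 cells/well; incubation: overnight cell rest, 72 h compound treatment at 37 °C; measure: % viability versus median cells-only luminescence; medium: IMEM growth medium with 15% fetal bovine serum; dosing: compound addition at 0.1% DMSO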
sEH act = soluble epoxide hydrolase activators, primary screen, biochemical, human sEH; Bifunctional epoxide hydrolase 2 (Homo sapiens), P34913; purified human sEH enzymatic activity, activator screen; activation, % at 2 µM; actives 0.04% (n = 91,000); in the data active = activation above about 37%; note: values of inactives mirror those of a sister screen read the other way
Target sequence (P34913 whole entry, looked up): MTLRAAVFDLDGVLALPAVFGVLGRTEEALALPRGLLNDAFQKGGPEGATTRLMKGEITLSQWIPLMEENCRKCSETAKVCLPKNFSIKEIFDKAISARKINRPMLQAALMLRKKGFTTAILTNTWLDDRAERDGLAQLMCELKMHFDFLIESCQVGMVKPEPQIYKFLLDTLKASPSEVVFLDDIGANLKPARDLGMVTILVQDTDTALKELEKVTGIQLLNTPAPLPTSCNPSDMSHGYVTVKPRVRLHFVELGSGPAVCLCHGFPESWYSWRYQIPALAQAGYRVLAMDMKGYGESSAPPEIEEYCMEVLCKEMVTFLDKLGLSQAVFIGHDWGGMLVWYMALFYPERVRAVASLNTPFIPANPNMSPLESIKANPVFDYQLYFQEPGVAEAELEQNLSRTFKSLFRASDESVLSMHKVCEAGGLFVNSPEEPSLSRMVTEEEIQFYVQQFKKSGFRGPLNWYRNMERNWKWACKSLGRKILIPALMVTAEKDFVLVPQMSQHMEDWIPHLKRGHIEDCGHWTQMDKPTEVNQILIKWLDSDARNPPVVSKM
S1P2 ag = S1P2 receptor agonists, primary screen, cell-based. Sphingosine 1-phosphate receptor 2 (Homo sapiens), O95136. S1P2-expressing cell line, agonist reporter read-out. activation, % at 4.5 µM. actives 0.46% (n = 97,000). AID 729, 2007; in the data active = activation above about 16%;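 note: 0% = vehicle low control and 100% = maximal reference agonist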
Target sequence (O95136 whole entry, looked up): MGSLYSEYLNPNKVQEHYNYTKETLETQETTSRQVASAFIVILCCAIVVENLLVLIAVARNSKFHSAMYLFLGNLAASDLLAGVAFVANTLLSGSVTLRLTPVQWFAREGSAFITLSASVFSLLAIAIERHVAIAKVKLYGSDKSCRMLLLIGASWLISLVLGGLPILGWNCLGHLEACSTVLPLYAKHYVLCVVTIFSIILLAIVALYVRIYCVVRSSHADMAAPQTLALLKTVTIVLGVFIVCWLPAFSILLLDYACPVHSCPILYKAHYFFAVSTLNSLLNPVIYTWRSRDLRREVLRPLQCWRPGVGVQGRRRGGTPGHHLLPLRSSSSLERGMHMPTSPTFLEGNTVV
sEH inhibitor = soluble epoxide hydrolase inhibitors, primary screen, biochemical, human sEH; Bifunctional epoxide hydrolase 2 (Homo sapiens), P34913; recombinant human sEH enzymatic activity assay; inhibition, % at 2 µM; actives 0.34% (n = 91,000); AID 707, 2007; in the data active = inhibition above about 80%; note: values of inactives mirror those of a sister screen read the other way; many of its hits are not listed in these tables
HUVEC inhibit = inhibitors of HUVEC proliferation, primary screen, cell-based, 384-well; CellTiter-Glo luminescence, 72 h; active compounds read low; viability, % at 10 µM (by protocol); actives 1.1% (n = 86,000);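 active = viability at or below 30%; inactive = viability above 30%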;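 note: 100% = median luminescence of DMSO-only cell control wells on each plate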
S1P2 blocker = human S1P2 receptor antagonists, primary screen, cell-based. cell-based S1P2 antagonist assay, inhibition at 5 uM. Sphingosine 1-phosphate receptor 2 (Homo sapiens), O95136. inhibition, % at 5 µM. actives 0.21% (n = 97,000). AID 736, 2007; in the data active = inhibition above about 45%;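 note: CRE beta-lactamase reporter cells expressing human S1P2 stimulated with S1P; 0% = agonist at EC80 alone and 100% = agonist plus reference antagonist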
An asterisk follows results filed as active; . = no result given. Not all compounds are listed. The share of hits here may be higher or lower than overall.

Order of results: PostGolgi ctrl | H69AR inhibit | LYP act | Lung fibro prol | sEH act | S1P2 ag | sEH inhibitor | HUVEC inhibit | S1P2 blocker
Clc1ccc(CNC2CCCC2)c(Cl)c1
  -2 | . | -3 | . | 21 | 0 | -22 | . | -5
COCCn1nnnc1SCC(=O)N1CCCCC1
  30* | 84 | -7 | 101 | 12 | -2 | -12 | 97 | 4
Cc1ccccc1OCC(=O)N/N=C/c1cccn1C
  12 | 90 | -1 | 94 | -2 | -7 | 4 | 96 | -7
O=C(NCc1ccc2c(c1)OCO2)c1cc2ccccc2oc1=O
  . | 100 | 37 | 108 | 12 | -2 | -7 | 96 | -4
Cc1cc2c(n1-c1ccc(C(N)=O)cc1)CC(C)(C)CC2=O
  . | 88 | -7 | 97 | 1 | -3 | -1 | 93 | -25
Cc1ccc(-c2cc(C(=O)Nc3cnn(C(C)C)c3)no2)cc1
  -1 | 74 | -2 | 109 | 0 | -8 | 3 | 91 | -9
CCn1c(=O)cc(SCC(=O)Nc2cccc(SC)c2)c2ccccc21
  8 | 89 | -5 | 107 | -8 | -3 | 6 | 67 | -25
CSc1nsc(SC)c1C(=O)OCC(F)(F)F
  3 | 93 | 4 | 95 | -6 | -1 | 5 | 103 | -18
CCn1c(N)c(C(=O)NCCOC)sc1=S
  3 | 98 | 14 | 102 | 9 | -8 | -8 | 98 | -16
O=C(O)CN=C1NC2(CCCC2)Cc2ccccc21
  -7 | . | 3 | . | 2 | -3 | 1 | . | 15
C(/C=C/c1ccco1)=N/N1CCN(c2ccccc2)CC1
  -3 | 100 | -2 | 92 | 10 | -4 | -11 | 104 | -12
O=C(OCCN(C1=NS(=O)(=O)c2ccccc21)c1ccccc1Cl)c1ccc(Cl)cc1
  13 | 84 | -2 | 104 | -3 | -4 | 2 | 83 | -2
CC(C)CN(Cc1cc2ccccc2[nH]c1=O)C(=O)c1cccnc1
  7 | 85 | . | 106 | . | . | . | 94 | .
C=CCSc1nc2sc(C)c(C)c2c(=O)[nH]1
  2 | 91 | . | 105 | . | . | . | 97 | .
O=C(Cc1cccs1)Nc1ccc(Cl)cc1
  4 | 99 | 4 | 100 | 4 | -3 | 1 | 99 | -7
O=C(c1ncc[nH]1)c1ccccc1C(=O)N1CCOCC1
  33* | 88 | 12 | 102 | -4 | 1 | 5 | 107 | 3
CCOC(=O)c1sc(NS(=O)(=O)c2ccc(NC(C)=O)cc2)nc1C
  -3 | 89 | -1 | 98 | 0 | -4 | 5 | 92 | -13
Cc1ccccc1S(=O)(=O)Cc1ccc(C(=O)N2CCN(c3ccc(F)cc3)CC2)o1
  -3 | 34* | -2 | 93 | -15 | -3 | 16 | 92 | 11
CCCCCn1c(NC(=O)c2ccco2)c(S(=O)(=O)c2ccc(C)cc2)c2nc3ccccc3nc21
  10 | 77 | -17 | 106 | -2 | 2 | 5 | 67 | -18
CN(C)CCCNCCCNC(=O)/C=N/O
  -2 | 93 | -5 | 105 | 25 | -1 | -25 | 95 | 6
COC(=O)c1cc2c(cc1Cl)SC(=NCCCN1CCOCC1)NS2(=O)=O
  5 | 95 | 2 | 98 | 2 | -3 | -3 | 94 | 0
COc1ccc(-c2oc3ncnc(NCCCN4CCOCC4)c3c2-c2ccc(OC)cc2)cc1
  19 | 5.7* | 0 | 60 | 12 | -1 | -11 | 44 | -4
Oc1sc(C=Nc2ccccc2)c2ccccc12
  18 | . | 7 | . | -7 | -6 | 10 | . | 32
CN(C)c1ccccc1C(=O)c1ccccc1N(C)C
  24 | 14* | 21 | 59 | -3 | 1 | 2 | 59 | -14
Cc1ccccc1-c1nc(CN2CCC(C(=O)N3CCC(C(N)=O)CC3)CC2)c(C)o1
  24 | 91 | 1 | 104 | -6 | 7 | 6 | 95 | -5
CCOC(=O)CSc1nnc2c(n1)C1(C)CCC2C1(C)C (configuration not stated)
  4 | . | 1 | . | . | -12 | . | . | -5
COc1ccc(/C=C2/S/C(=N/N=C3\CC4CCC3(C)C4(C)C)NC2=O)cc1 (configuration not stated)
  -1 | . | -5 | . | 2 | -8 | -1 | . | 27
O=C(CSc1nnc(-c2ccncc2)n1C1CCCCC1)Nc1cccc(O)c1
  -8 | 68 | -4 | 101 | -41 | -9 | 41 | 89 | 15
CCOC(=O)C1CCCN(C(=S)Nc2ccc(C)cc2C)C1 (configuration not stated)
  12 | . | -1 | . | -5 | -4 | 7 | . | -6
O=C(c1cc(S(=O)(=O)N2CCOCC2)ccc1F)N1CCCc2ccccc21
  -3 | . | 3 | . | -1 | -9 | 5 | . | -4

Remaining list, next part.
Order of results: PostGolgi ctrl | H69AR inhibit | LYP act | Lung fibro prol | sEH act | S1P2 ag | sEH inhibitor | HUVEC inhibit | S1P2 blocker
CC(C)CCNC(=O)COc1ccc2c3c(c(=O)oc2c1)CCC3
  0 | 78 | 4 | 106 | -16 | -5 | 16 | 108 | 8
CCC(Sc1ccc2nnc(-c3cccnc3)n2n1)C(=O)O (configuration not stated)
  -3 | 100 | . | 98 | . | . | . | 102 | .
CCCCC(=O)Nc1cccc(-c2nnc(-c3ccccc3)o2)c1
  8 | 60 | 2 | 105 | 2 | -7 | 0 | 71 | -6
COC(=O)Cc1cc(=O)[nH]c(/N=C(\N)Nc2ccccc2)n1
  2 | . | 12 | . | 2 | 2 | -1 | . | -6
CC(=O)Oc1ccc(-c2cccc(C(=O)O)c2)cc1
  -5 | . | 0 | . | 4 | -6 | -1 | . | -4
CCc1ccc(OCC(=O)NC(=S)Nc2ccc(S(=O)(=O)NC3CCCCC3)cc2)cc1
  2 | . | -14 | . | -21 | -2 | 24 | . | -85
COc1c(O)ccc2cnn(-c3ccccc3C)c(=O)c12
  2 | 101 | -5 | 102 | . | -4 | . | 116 | 13
Cc1ccc(-c2nc(CS(=O)CC(=O)NCc3ccccc3)c(C)o2)cc1 (configuration not stated)
  14 | 88 | -4 | 96 | . | -3 | . | 90 | -3
O=C(c1ccccc1)N1CCN(S(=O)(=O)N2CCCCC2)CC1
  44* | 90 | 4 | 94 | -13 | -1 | 12 | 100 | -3
CC(NC(=O)C(Cc1ccccc1)NC(=O)c1ccccc1)C(=O)O (configuration not stated)
  -1 | 71 | -9 | 100 | 22 | -5 | -20 | 94 | -17
O=C(CCNC(=O)c1ccc(Br)o1)NC1CCCC1
  5 | 95 | 2 | 103 | 2 | -3 | -3 | 96 | -11
Cc1scc(C(=O)N2CCN(S(C)(=O)=O)CC2)c1-c1ccccc1
  8 | 91 | -10 | 100 | -4 | -2 | 6 | 101 | -8
CC(Sc1ccc(Cl)cc1)C(=O)Nc1ccc(S(=O)(=O)N2CCOCC2)cc1 (configuration not stated)
  9 | 64 | 6 | 86 | -18 | -6 | 18 | 85 | -12
CC(C)(C)NC(=O)Cn1nnnc1-c1nonc1N
  17 | 93 | -1 | 106 | 9 | -4 | -7 | 108 | -8
COc1ccc(N(CC(=O)NCc2ccco2)S(C)(=O)=O)cc1Cl
  5 | 95 | 0 | 97 | . | -2 | . | 118 | 1
C1CCC(Nc2nnnn2C2CCCCC2)CC1
  6 | 94 | -6 | 103 | . | -3 | . | 98 | 3
O=C(CC1C(=O)N(c2ccc(F)cc2)C(=O)N1Cc1ccccn1)Nc1ccccc1 (configuration not stated)
  0 | 106 | 3 | 106 | 5 | -5 | -5 | 103 | 20
CCCCCCS(=O)[C@H]1CS(=O)(=O)C[C@@H]1S(=O)CCCCCC (some centres not stated)
  -8 | 66 | 3 | 92 | 2 | -5 | -4 | 83 | 15
CC(C)CCNc1nc2c(cc1C#N)COC(C)(C)C2
  12 | 104 | 0 | 92 | -6 | 0 | 9 | 102 | -9
CN(C)c1ccc(NC(=O)CN2C(=O)CC(c3ccccc3)=Nc3ccccc32)cc1
  3 | . | 2 | 86 | -15 | -6 | 16 | 81 | 8
CCOC(=O)CSc1nnc(-c2ccc(S(=O)(=O)N3CCOCC3)cc2)n1-c1ccccc1
  8 | 78 | 2 | . | -11 | -2 | 9 | 96 | 18
COC(=O)c1nnn(-c2nonc2N)c1CSCCO
  -6 | 102 | 9 | 101 | -8 | -3 | 10 | 84 | 22
CN(CP(=O)(O)CN(C)S(C)(=O)=O)S(C)(=O)=O
  4 | 101 | -2 | 101 | -1 | -6 | -1 | 117 | 6
c1ccc(COc2ccc(CNCc3cccs3)cc2)cc1
  -3 | . | -10 | . | 13 | -7 | -10 | . | 15
O=C(NCCCn1ccnc1)c1cc(-c2cccs2)on1
  10 | 68 | 6 | 68 | -3 | -8 | 4 | 81 | 3
CCC(C)(C)NC(=O)C(c1cccn1C)N(C(=O)Cn1nnc2ccccc21)c1ccc(OC)cc1OC (configuration not stated)
  . | 80 | -1 | 93 | 10 | -2 | -8 | 90 | -7
COCCn1c(C)cc2c(c1=O)C(c1ccco1)C(C#N)=C(N)O2 (configuration not stated)
  14 | 91 | 2 | 97 | 6 | -4 | -9 | 96 | -2
CCN(CC)CCCNC(=O)c1cc2c(-c3ccc(Cl)cc3)nn(C)c2s1
  4 | 1.8* | 6 | 19* | 8 | -1 | -10 | 2.4* | 17
COC(=O)C(NC(=O)c1ccccc1C)(Nc1ncc(S(=O)(=O)c2ccc([N+](=O)[O-])cc2)s1)C(F)(F)F (configuration not stated)
  2 | . | -4 | . | 0 | -5 | 2 | . | 4
OC(COc1ccc(OCc2ccccc2)cc1)CN1CCCCC1 (configuration not stated)
  25 | 86 | 19 | 90 | -48 | -2 | 50 | 79 | 14

The listing continues.
Order of results: PostGolgi ctrl | H69AR inhibit | LYP act | Lung fibro prol | sEH act | S1P2 ag | sEH inhibitor | HUVEC inhibit | S1P2 blocker
COc1ccc(-c2nc(CN3CCCC(C(=O)NC4CCCC4)C3)c(C)o2)cc1 (configuration not stated)
  0 | 93 | -4 | 97 | -6 | -4 | 6 | 95 | 17
Cc1ccc(NC(=O)CCSc2nnc(C)s2)cc1
  . | 92 | -8 | 91 | -11 | 0 | 12 | 85 | 0
O/N=C/c1cccn1-c1ccc(O)cc1
  -4 | 96 | -8 | 98 | -19 | -2 | 19 | 104 | 19
CCOc1ccc(OCCSc2nnnn2C2CCCCC2)cc1
  -1 | 92 | -1 | 111 | 0 | 0 | -2 | 89 | 1
O=C(CN1CCSCC1)N/N=C/c1ccc(F)cc1
  3 | 99 | 2 | 97 | -9 | 1 | 10 | 94 | -6
FC(F)(F)c1cc(-c2ccccc2)nc2ncnn12
  . | 91 | 4 | 98 | -2 | -2 | 4 | 103 | -7
CCC1SC2=NC(C)=C(C(=O)OCC(C)C)C(/C=C/c3ccccc3OC)N2C1=O (configuration not stated)
  9 | 87 | -1 | 100 | -4 | -7 | 4 | 115 | 2

Reprinted at random: 4 records from the list
Order of results: PostGolgi ctrl | H69AR inhibit | LYP act | Lung fibro prol | sEH act | S1P2 ag | sEH inhibitor | HUVEC inhibit | S1P2 blocker
O/N=C/c1cccn1-c1ccc(O)cc1
  -4 | 96 | -8 | 98 | -19 | -2 | 19 | 104 | 19
O=C(NCc1ccc2c(c1)OCO2)c1cc2ccccc2oc1=O
  . | 100 | 37 | 108 | 12 | -2 | -7 | 96 | -4
Oc1sc(C=Nc2ccccc2)c2ccccc12
  18 | . | 7 | . | -7 | -6 | 10 | . | 32
COC(=O)c1cc2c(cc1Cl)SC(=NCCCN1CCOCC1)NS2(=O)=O
  5 | 95 | 2 | 98 | 2 | -3 | -3 | 94 | 0
